Screens from PubChem.
MCL1 BIM primary – inhibitors of MCL1 binding to BIM-BH3, primary screen, biochemical, fluorescence polarization | Induced myeloid leukemia cell differentiation protein Mcl-1 (Homo sapiens), Q07820 | GST-MCL1 / FITC-Bim-BH3 fluorescence polarization | inhibition, % at 10.9 µM | actives 0.68% (n = 320,000) | AID 2057, 2009;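 active means inhibition above the mean inhibition of all tested compounds plus 3 SD, set per campaign, cut at about 40% in these data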;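 further: 0% = DMSO wells and 100% = unlabeled Bim-BH3 peptide control; higher means more loss of mP so more displacement of Bim peptide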
PME-1 inh – PME-1 inhibitors via competitive probe labeling, primary screen, biochemical, fluorescence polarization, FP-Rh probe, HTS; Protein phosphatase methylesterase 1 (Homo sapiens), Q9Y570; recombinant PME-1; inhibition, % at 5.9 µM; actives 0.53% (n = 320,000);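 active means inhibition above the campaign mean of all compounds plus 3 SD, cut at about 26% in these data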;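 further: competitive labeling of PME-1 active site by serine hydrolase directed probe; 0% = PME-1 with DMSO and 100% = wells lacking PME-1 enzyme; inhibitors block probe labeling so polarization falls and inhibition rises; many of its hits are not listed in these tables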
Target sequence (Q9Y570 whole entry, looked up): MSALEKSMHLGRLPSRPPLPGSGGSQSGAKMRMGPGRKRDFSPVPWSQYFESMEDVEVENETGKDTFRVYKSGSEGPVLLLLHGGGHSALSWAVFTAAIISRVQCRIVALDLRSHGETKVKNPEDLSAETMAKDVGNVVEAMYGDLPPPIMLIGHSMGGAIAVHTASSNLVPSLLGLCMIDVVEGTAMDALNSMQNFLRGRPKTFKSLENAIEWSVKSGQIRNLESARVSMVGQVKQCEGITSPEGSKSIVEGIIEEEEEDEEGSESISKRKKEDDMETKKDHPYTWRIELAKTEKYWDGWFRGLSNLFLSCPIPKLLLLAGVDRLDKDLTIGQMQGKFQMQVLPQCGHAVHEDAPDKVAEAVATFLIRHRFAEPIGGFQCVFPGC
VLA-4 inh – inhibition in human VLA-4 binding assay, primary screen, VLA-4 allosteric modulator project, MLPCN library, flow cytometry, VLA-4 expressing cells | inhibition, % (about 7 µM as worked out from the volumes in the protocol) | AID 2557, 2010 | ligand binding flow cytometry | Integrin alpha-4 (Homo sapiens), P13612 | actives 0.2% (n = 330,000); in the data active means inhibition above about 50%
MEX-5 binding – MEX-5 zinc finger RNA-binding disruptors – biochemical, C. elegans, fluorescence polarization, MLPCN library, primary screen; MEX-5/FITC-TCR2 RNA binding; active compounds read low; activity score (negative = inhibition of binding), % at 10 µM; actives 0.38% (n = 300,000); AID 1832, 2009;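 active means inhibition past about -25% in most replicates, and total fluorescence under double the plate's negative control median, limit read from the data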;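 further: 0% = DMSO and -100% = 5 µM competing unlabeled TCR2 RNA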
Target sequence (Q9XUB2 whole entry, looked up): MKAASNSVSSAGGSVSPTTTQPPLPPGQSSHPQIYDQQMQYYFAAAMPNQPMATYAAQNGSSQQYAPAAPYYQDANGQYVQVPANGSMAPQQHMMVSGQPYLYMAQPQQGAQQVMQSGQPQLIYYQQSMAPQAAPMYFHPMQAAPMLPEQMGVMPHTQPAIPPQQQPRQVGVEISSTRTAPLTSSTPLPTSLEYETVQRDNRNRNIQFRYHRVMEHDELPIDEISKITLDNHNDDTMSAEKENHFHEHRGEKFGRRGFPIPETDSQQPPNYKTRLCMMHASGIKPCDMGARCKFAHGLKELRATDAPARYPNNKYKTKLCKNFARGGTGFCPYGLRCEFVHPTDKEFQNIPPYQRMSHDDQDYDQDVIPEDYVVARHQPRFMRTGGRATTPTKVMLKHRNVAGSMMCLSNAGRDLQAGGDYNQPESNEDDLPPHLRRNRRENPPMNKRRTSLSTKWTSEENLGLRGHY
Efflux pump mplx – inhibitors of Candida efflux pumps in yeast, primary screen, S. cerevisiae, Nile Red, multiplex | S. cerevisiae Candida pump triplex | inhibition, % at 10 µM | actives 0.44% (n = 330,000) | AID 485275, 2010;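 active means plate passing quality check with inhibition over a set limit, or well fluorescence over plate mean plus 4 SD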;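 further: Nile Red retained in pooled yeast measured as flow cytometry median fluorescence; 0% = buffer negative control and 100% = Enniatin B positive control; higher means more Nile Red kept so more efflux inhibition; some compounds called inactive have numbers as strong as hits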
GRK2 aptamer HTS – compounds blocking aptamer binding on GRK2 – biochemical, human GRK2, bead flow cytometry, HTS, primary screen. Beta-adrenergic receptor kinase 1 (Homo sapiens), P25098. FAM-aptamer displacement from GRK2. inhibition of aptamer binding, % at 10 µM. actives 0.59% (n = 330,000). AID 488847, 2010;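 active means inhibition of aptamer binding above 40%, roughly 3 SD of noise, on plates passing a quality check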;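 further: median bead fluorescence of bound FAM aptamer so fluorescent compounds give negative values; no value below 0 was filed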
Fam108B inh – mouse Fam108B serine hydrolase inhibitors, primary screen, counter-screen for RBBP9 inhibitor project, biochemical, fluorescence polarization; inhibition, % at 9.51 µM; recombinant Fam108B, FP-Rh probe fluorescence polarization; actives 0.33% (n = 300,000); AID 1947, 2009;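 active means inhibition above the screen mean inhibition plus 3 SD, computed separately per campaign, cut at about 18% in these data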;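 further: inhibitors lower polarization as less probe binds the enzyme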
GLD-1 TGE inh – GLD-1/TGE RNA complex disruptors, primary screen, biochemical, fluorescence polarization | Female germline-specific tumor suppressor gld-1 (Caenorhabditis elegans), Q17339 | purified GLD-1 + fluorescein TGE RNA | inhibition, % at 5.96 µM | actives 0.44% (n = 320,000) | AID 2280, 2010;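 active means percent inhibition above a per-plate cutoff, the plate mean of test compounds plus 3 SD, cut at about 30% in these data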;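 further: 0% = DMSO wells with GLD-1 and probe and 100% = wells lacking GLD-1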
BCLXL inh – inhibitors of human Bcl-xL, primary screen, biochemical, fluorescence polarization, HTS; Bcl-2-like protein 1 (Homo sapiens), Q07817; GST-Bcl-xL / FITC-Bim BH3 peptide fluorescence polarization; inhibition, % at 10.9 µM; actives 0.7% (n = 320,000); AID 2129, 2009;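 active means inhibition above the mean of all tested compounds plus 3 SD, cutoff set per campaign, cut at about 30% in these data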;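 further: 0% = DMSO wells and 100% = unlabeled Bim-BH3 peptide competitor; inhibitors lower millipolarization by displacing the labeled peptide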
Target sequence (Q07817 whole entry, looked up): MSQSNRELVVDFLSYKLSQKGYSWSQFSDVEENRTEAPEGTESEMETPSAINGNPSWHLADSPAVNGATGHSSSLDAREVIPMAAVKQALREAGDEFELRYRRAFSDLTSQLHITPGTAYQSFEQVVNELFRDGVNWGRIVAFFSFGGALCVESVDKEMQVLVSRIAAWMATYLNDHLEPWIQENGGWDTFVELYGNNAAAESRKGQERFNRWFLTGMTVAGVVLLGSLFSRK
Active calls of the source: *; x = no result given. Only part of the results is shown; the hit share may differ from the screen's.

SMILES	MCL1 BIM primary	PME-1 inh	VLA-4 inh	MEX-5 binding	Efflux pump mplx	GRK2 aptamer HTS	Fam108B inh	GLD-1 TGE inh	BCLXL inh
Cc1ccc2cc(C)c3nnc(SCC(=O)Nc4nc5c(s4)CCCC5)n3c2c1C	8	5	22	1.6	0.0	0	0	8	7
COc1cc(C(=O)NNC(=O)c2ccc(F)cc2)ccc1OCC(=O)N1CCOCC1	0	1	-19	x	-0.3	0	x	-5	-4
CCOC(=O)c1c(C)[nH]c(C)c1S(=O)(=O)NCc1ccccc1C	-2	0	15	-0.7	0.4*	1	4	1	2
CSc1nc2ccc(NC(=O)c3ccc(Cl)s3)cc2s1	-8	-7	-10	x	-0.1	2	-1	1	-3
CCCCN(C(=O)c1cc(Cl)nc2ccccc12)c1c(N)n(CCCC)c(=O)[nH]c1=O	-10	2	0	-0.8	0.0	0	-1	1	-8
Cc1cc(OCc2nn[nH]n2)c2c(C)c(CC(=O)O)c(=O)oc2c1	6	4	-4	2.4	-0.1	3	-2	4	6
COc1ccc(CCn2c(-c3ccc(F)cc3)nc3c(c(=O)c4ccccc4n3C)c2=O)cc1OC	0	-3	15	0.0	0.0	0	-9	7	1
CN1CCN(C(=O)C2=C[C@@H](c3ccccc3)C[C@@H](OCc3ccc(CO)cc3)O2)CC1	4	-2	2	-1.2	-0.1	1	0	4	7
Cc1cc(OC(C)C(=O)NCc2ccncc2)c2c(C)cc(=O)oc2c1 (stereo not given)	4	-5	-10	-1.0	-0.2	2	8	0	8
O=C(NCC(c1ccco1)N1CCc2ccccc21)c1ccccc1F (stereo not given)	0	6	7	-2.1	0.3	3	0	4	3
CC(=O)Nc1ccc(NCN2C(=O)C3C4CCC(C4)C3C2=O)cc1 (stereo not given)	9	3	-6	0.4	-0.1	0	0	4	8
COc1ccc(OCC(=O)Nc2ccc(S(=O)(=O)N3CCCCC3)cc2)cc1	12	-4	10	-2.2	-0.1	1	3	1	4
Cn1c(SCC(=O)NCc2ccc(F)cc2)nc2c([nH]c3ccccc32)c1=O	8	-10	45	-0.1	0.1	6	-6	-1	5
COc1ccc(CNC(=O)Cn2cc3c(n2)CCCCC3)cc1	4	-5	17	0.0	-0.1	0	-2	5	2
Cc1cc(Oc2ccc(-c3nnc(-c4ccccc4)o3)cc2[N+](=O)[O-])ccc1Cl	5	-5	7	0.0	0.1	0	1	7	3
COC(=O)/C(=C\C=C\c1ccccc1)NC(=O)c1ccccc1	11	0	-1	-0.5	-0.1	2	0	8	5
Cc1nc(NC(=O)CN2CCN(c3ccccc3F)CC2)sc1C(=O)N(C)C	15	-5	7	1.7	-0.1	2	2	7	4
C[C@@H]1CCC2[C@](C)(CO)[C@@H](O)CC[C@]2(C)[C@@]12CCC(CO)(CCO)O2 (stereo not given in full)	-2	-1	34	1.7	0.0	0	5	4	5
O=C(NCc1ccc(F)cc1)c1cnn2ccccc12	1	2	32	-0.5	-0.1	0	-3	6	4
COc1ccccc1C(=O)CC(=O)c1ccccc1	7	-11	-2	1.2	0.2	0	2	4	1
Cn1c(SCC(=O)Nc2ccc3c(c2)OCCO3)nnc1-c1ccncc1	-4	1	9	2.0	0.1	2	-2	-3	-8
CCOC(=O)c1ccc(-n2ccnc2)c(NC(=O)c2ccc(Cl)cc2)c1	-1	6	6	4.1	0.1	0	6	-3	2
Cc1ccc2cc(CCNC(=O)c3ccc4c(c3)OCO4)c(=O)[nH]c2c1	8	-3	-19	-1.8	-0.2	1	-1	0	3
COc1ccc(Cc2nnc(Nc3ccc(Cl)cc3)[nH]c2=O)cc1	5	-9	6	2.4	0.1	0	-2	-6	0
O=C(NCCN1CCOCC1)C(=O)NCC1OCCCN1S(=O)(=O)c1cc(F)ccc1F (stereo not given)	5	7	10	-2.6	-0.1	0	-2	7	5
Cc1cc(=O)n(CCc2ccccc2)c(O)c1C#N	-5	-4	0	-17	-0.1	4	4	6	4
Cc1cc(C)c2oc(C(=O)N(Cc3ccccc3)c3ccccn3)cc(=O)c2c1	-1	0	-2	0.9	-0.2	0	-2	4	1
Cc1ccnc(NC(=O)c2ccc(N3C(=O)CCC3=O)cc2)c1	-1	-2	14	-1.2	0.1	0	-2	-5	1
Cc1cc2n(c(=O)c1C#N)CCCN2c1cccc(Cl)c1	-4	0	-1	2.4	0.4	0	2	-8	-1
Cc1ccc(-n2nc3c(=O)n(CCCC(=O)NCCc4ccccc4)nc(C)c3c2C)cc1	-4	-4	10	-0.4	0.3	0	-1	-4	-8
CCn1c(SCC(=O)N/N=C/c2ccccc2OCC(=O)O)nnc1-c1ccccc1	0	-5	-2	-1.0	-0.2	3	-2	10	2
CCNC(=S)NN=C1CCC(C(C)(C)C)CC1 (stereo not given)	6	1	33	1.3	0.1	2	-5	7	4
Cc1cc2nc(-c3ccc(SCC(=O)NC(C)C)nc3)[nH]c2cc1C	5	-2	-1	-5.1	0.0	0	-4	-4	4
O=C(COC(=O)c1ccc(S(=O)(=O)N2CCOCC2)cc1)Nc1ccccc1OC(F)F	x	x	-1	x	0.0	2	x	4	x
COc1ccc(Cl)cc1NC(=O)CN(C)C(=O)CCc1nc2ccccc2c(=O)[nH]1	1	1	-2	x	0.1	0	x	7	1
O=C(NC1CC1)C1CCN(C2CCN(C(=O)/C=C/c3cccc(F)c3F)CC2)CC1	11	4	2	-0.2	-0.1	0	5	5	3
CN1C=CC=C/C1=C1\SC(=S)N(C2CCCCC2)C1=O	0	1	1	2.0	-0.1	6	4	-3	2
COCCNC(=O)C(c1ccc(Cl)cc1)N(C(=O)Cn1nnc2ccccc21)c1cccnc1 (stereo not given)	-4	-2	-13	-1.0	1.3	0	0	9	-1
Cc1cc(C)nc(NS(=O)(=O)c2ccc(NC(=O)Cn3c(=O)oc4ccccc43)cc2)n1	-1	0	-4	1.9	-0.1	3	-1	1	-1
Cc1c(C)c2ccc(O[C@@H]3O[C@H](CO)[C@H](O)[C@H](O)[C@H]3O)c(C)c2oc1=O	x	x	-4	-0.4	0.0	0	x	x	x
CC1=CC(=C2N=C(c3ccccc3)OC2=O)C=C(C)O1	3	1	3	-35*	0.0	0	-2	2	11
Cc1ccc(NC(=O)C2OCCc3ccccc32)cc1 (stereo not given)	3	5	10	0.1	-0.1	3	1	4	1
O=C1COc2ccc(C(=O)COC(=O)CCSc3ccccc3)cc2N1	-10	-4	5	-2.2	0.1	0	-7	59*	-19
S=C(NNc1cccc(Cl)c1)NC1CCCCC1	4	-4	-10	-3.1	-0.3	0	-3	7	1
CN(CC(=O)N1CCOCC1)S(=O)(=O)c1cc(Cl)ccc1Cl	2	5	-2	0.2	-0.1	1	4	0	1
O=C(O)CCCC(=O)Nc1ccccc1-n1ccnc1	5	4	2	0.2	-0.1	1	2	6	6
COc1ccc(CNC(=O)CSc2nnnn2-c2ccc(O)cc2)cc1	6	-3	3	0.3	0.1	1	-3	-1	3
CCOC(=O)N1CCC(NC(=O)CS(=O)(=O)Cc2nc(-c3cccc(Cl)c3)oc2C)CC1	-2	5	2	0.6	-0.2	1	-3	0	-1
COc1ccccc1C(=O)NC(=S)Nc1ccc2[nH]c(=O)[nH]c2c1	3	-8	-9	0.1	0.0	5	-3	0	-1
Cc1ccc(CNC(=O)c2ccccc2CCc2ccccc2)cc1	0	2	-2	4.0	-0.1	1	-1	7	2

Additional results follow:
SMILES	MCL1 BIM primary	PME-1 inh	VLA-4 inh	MEX-5 binding	Efflux pump mplx	GRK2 aptamer HTS	Fam108B inh	GLD-1 TGE inh	BCLXL inh
CC1CCC(NC(=O)CN2C(=O)NC(C)(C)C2=O)CC1 (stereo not given)	-17	-1	2	-1.2	0.0	0	1	7	-9
Cc1cc2[nH]c(=O)c(=O)[nH]c2cc1S(=O)(=O)N1CCN(c2ccccc2F)CC1	1	1	4	-0.4	0.0	2	1	3	2
O=P(CCN1CCCCC1)(c1ccccc1)c1ccccc1	5	0	-109	0.6	-0.1	0	-4	-3	8
CC1CCN(c2ccc([N+](=O)[O-])c(SCCO)c2)CC1	4	-1	1	1.5	-0.1	3	-1	4	8
COc1ccc(OC)c(NC(=O)Cn2c(-c3ccc(Cl)cc3)noc2=O)c1	7	-1	-8	-1.8	-0.1	2	-2	6	4
COc1ccc(Cc2nnc(NC(=O)c3ccccc3Cl)s2)cc1OC	18	1	11	2.4	-0.1	0	-6	3	8
CCN(C(=O)CN1C(=O)c2ccc([N+](=O)[O-])cc2C1=O)C1CCCCC1	-19	6	5	2.7	0.0	69*	-2	-2	-8
O=C(Nc1nc(-c2nc3ccccc3s2)cs1)C1COc2ccccc2O1 (stereo not given)	0	-3	20	0.0	-0.1	2	-3	5	5
COc1cc(SC)ccc1C(=O)OCC(=O)N1CC(=O)Nc2ccccc21	x	x	3	x	-0.4	2	x	5	x
CC(C)(C)OC(=O)NCc1ccc(NC(=O)c2nc[nH]c2C(=O)NCCNC(=O)c2[nH]cnc2C(=O)Nc2ccc(CNC(=O)OC(C)(C)C)cc2)cc1	x	x	-5	x	0.5	5	x	0	x
Cc1ccnc(Sc2ccc([N+](=O)[O-])cn2)n1	2	-2	13	0.1	-0.1	0	1	3	-1
Cc1c(C(=O)N2CCCC2)c(S(=O)(=O)NCC(C)c2ccccc2)c(C)n1C (stereo not given)	1	5	1	2.4	0.1	0	-1	-3	1
Cc1ccc2c(c1)NC(=O)c1cccc([N+](=O)[O-])c1CO2	13	-10	3	-2.2	0.3	1	-3	-7	4
Cc1nnc(SCC(=O)NN2C(=O)NC3(CCCCC3)C2=O)s1	-7	-4	3	-3.1	0.5	0	-5	8	-2
CCn1c(Cc2ccccc2)nnc1SCC(=O)N1CCCCC1	-3	2	-23	2.4	0.1	2	-3	-5	-7
C#CCSc1nnc(-c2ccc(OC)cc2)o1	-3	-1	-8	0.1	0.0	0	-1	1	3
Cc1nc(C(=O)Nc2ccc(F)cc2)nn1-c1ccc([N+](=O)[O-])cc1	1	-6	21	-0.4	0.2	0	2	-2	0
N#Cc1ccc(Oc2ccc(/C=N/O)cn2)cc1	-10	1	5	-0.1	-0.2	0	0	-4	5
Oc1ccccc1OCc1nc2ccccc2s1	1	2	0	-3.8	0.0	2	-4	2	3
CCOC(=O)/C(=N/Nc1ccccc1)Sc1nnc(CCc2ccccc2)n1-c1ccccc1	13	1	-5	-1.0	0.1	1	0	2	10
C=CCN1C(=O)/C(=C/c2ccc(OC)cc2)S/C1=N/c1nccs1	-9	2	-17	0.5	0.4	0	5	-17	-3
